NSD2 inh – blocks human histone methyltransferase NSD2 | hit rate 0.54% among 310,000 | O96028 | NSD2 peptide methylation, AlphaScreen, 120 min | AID 743445 | inhibition, % at 12.5 µM; in the data active = inhibition above about 50%
Target sequence (O96028 whole entry, looked up): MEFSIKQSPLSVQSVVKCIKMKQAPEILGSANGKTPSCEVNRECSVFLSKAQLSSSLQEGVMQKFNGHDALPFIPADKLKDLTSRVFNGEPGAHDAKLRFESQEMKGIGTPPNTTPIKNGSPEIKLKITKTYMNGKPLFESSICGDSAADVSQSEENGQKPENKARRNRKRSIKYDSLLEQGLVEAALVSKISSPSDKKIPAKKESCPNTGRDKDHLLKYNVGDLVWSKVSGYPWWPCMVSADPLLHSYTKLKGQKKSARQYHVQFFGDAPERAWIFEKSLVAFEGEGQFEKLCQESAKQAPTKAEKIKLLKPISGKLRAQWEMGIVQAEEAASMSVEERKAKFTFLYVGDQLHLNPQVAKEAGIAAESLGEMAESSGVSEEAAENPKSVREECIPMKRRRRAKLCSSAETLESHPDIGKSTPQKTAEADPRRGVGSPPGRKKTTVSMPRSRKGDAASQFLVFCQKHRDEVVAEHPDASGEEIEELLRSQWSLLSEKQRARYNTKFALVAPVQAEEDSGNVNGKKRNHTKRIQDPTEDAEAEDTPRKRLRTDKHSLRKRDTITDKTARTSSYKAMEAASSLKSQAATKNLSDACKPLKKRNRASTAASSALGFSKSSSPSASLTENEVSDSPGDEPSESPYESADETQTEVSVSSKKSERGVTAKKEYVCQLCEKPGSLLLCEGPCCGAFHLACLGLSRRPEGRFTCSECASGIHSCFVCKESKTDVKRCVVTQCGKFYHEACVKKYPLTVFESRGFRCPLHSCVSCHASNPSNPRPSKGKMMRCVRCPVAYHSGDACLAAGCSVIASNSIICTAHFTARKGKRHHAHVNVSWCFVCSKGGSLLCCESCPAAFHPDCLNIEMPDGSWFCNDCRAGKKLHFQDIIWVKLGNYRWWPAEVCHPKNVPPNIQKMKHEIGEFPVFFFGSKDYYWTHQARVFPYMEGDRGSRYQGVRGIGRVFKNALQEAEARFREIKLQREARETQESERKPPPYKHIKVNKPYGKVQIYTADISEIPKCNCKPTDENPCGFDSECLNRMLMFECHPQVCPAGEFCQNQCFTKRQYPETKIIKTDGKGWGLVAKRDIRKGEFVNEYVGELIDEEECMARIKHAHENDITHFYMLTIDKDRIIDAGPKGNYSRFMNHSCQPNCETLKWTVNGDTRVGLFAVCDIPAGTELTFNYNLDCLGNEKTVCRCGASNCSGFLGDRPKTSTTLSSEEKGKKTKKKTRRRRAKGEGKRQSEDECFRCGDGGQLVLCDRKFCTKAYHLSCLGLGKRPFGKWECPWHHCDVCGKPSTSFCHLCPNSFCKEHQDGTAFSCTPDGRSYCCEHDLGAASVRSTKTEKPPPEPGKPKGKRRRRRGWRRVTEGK
C-LANA FP – KSHV C-LANA DNA binding inhibition | MBP-C-LANA/FAM-LBS DNA binding, fluorescence polarization | inhibition, % at 9 µM | hit rate 0.078% among 340,000;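 active = highest replicate inhibition at or above 60% at 9 µM, even if other replicates fall short; inactive = all replicates below 60% inhibition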;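 also: 0% = neutral control wells and 100% = 4 µM acridine orange control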
SR-BI uptake up – SR-BI HDL lipid transfer activation. CHO ldlA[mSR-BI] cells, DiI-HDL uptake fluorescence, 3 h; 100 = double the neutral-control signal. activation, % at 12.5 µM. hit rate 0.096% among 320,000;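 active = mean replicate activation of at least 60% and every replicate at or above 60%; inconclusive = mean or all-replicate condition met, but not both; inactive = mean below 60% and not all replicates reaching 60%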;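 also: 0% = median plate neutral-control signal and 100% = twice that signal; values of inactives mirror those of a sister screen read the other way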
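Test system: SR-BI-overexpressing, LDLR-lacking CHO cells. Measured by: DiI fluorescence, bottom read. Medium: Ham's F12 with 0.5% BSA, HEPES 25 mM, pH 7.4. Timing: 3 h uptake period with compound, 37 °C.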
DAGLB inhibitor – blocks human DAGLB lipase activity. Q8NCG7. HEK293T DAGLB membrane lysate, EnzChek fluorogenic substrate. inhibition, % at 5.17 µM. hit rate 0.059% among 340,000. AID 504411; in the data active = inhibition above about 34%;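 also: 0% = enzyme with vehicle and 100% = wells lacking enzyme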
RTF Ca sens inh – cardiac RTF calcium desensitization; inhibition, % at 7.15 µM; hit rate 0.12% among 340,000; IANBD-labeled cardiac RTF, Ca2+ fluorescence; AID 493244; P19429+P45379;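 active = inhibition above the mean inhibition of all tested compounds plus 3 SD, cut at about 17% in these data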;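 also: assay run at fixed EC70 calcium of 1.6 mM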
PvdQ inh – blocks Pseudomonas aeruginosa PvdQ acylase activity | inhibition, % at 10 µM | hit rate 0.063% among 340,000 | AID 488965 | purified PvdQ acylase, fluorescence plate reader; in the data active = inhibition above about 30%, passing the limit was not always enough; inconclusive = no clear call, values can overlap the other calls;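 also: 0% = vehicle neutral wells and 100% = reference inhibitor wells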
Keap1 Nrf2 FP – disrupts human Keap1 binding to Nrf2 peptide | Q14145 | Keap1 Kelch-Nrf2 peptide fluorescence polarization, 1536-well | inhibition, % at 9.4 µM | hit rate 0.15% among 340,000; in the data active = inhibition above about 12%; inconclusive = no clear call, values can overlap the other calls; inactive = below about 7.3%;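 also: human Keap1 Kelch domain with fluorescein labeled Nrf2 9mer peptide probe; 0% = neutral control wells and 100% = peptide positive control; higher means more block of Keap1 binding to Nrf2 peptide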
PKA-R2B act – activators of human PKA-R2B complex | PKA-R2B holoenzyme dissociation, Cy5-IP20 fluorescence polarization; R2B truncated from residue 108, S112A mutant; 0% DMSO only, 100% 113 µM cGMP | P22694+P31323 | AID 504700 | activation, % at 11.4 µM | hit rate 0.079% among 340,000;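 active = activation above a cutoff set at the mean over all compounds plus 3 SD, cut at about 18% in these data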;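 also: higher means more holoenzyme dissociation and a rise in polarization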
Arr AP2 block – blocks beta-arrestin peptide binding to AP2 adaptin; inhibition, % at 10 µM; FITC-arrestin peptide / GST-AP2 beads, flow cytometry; AP2 beta2 appendage carries R879A mutation; hit rate 0.31% among 340,000;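 active = inhibition above a set limit, near 3 SD of compounds lacking own fluorescence, cut at about 54% in these data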;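 also: plate controls were DMSO wells for no effect and 5 µM unlabelled arrestin peptide for full effect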
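Test system: GST-tagged AP2 beta2-adaptin appendage (R879A) on 4 µm glutathione beads; also added: fluorescein-tagged arrestin peptide at 50 nM final; timing: 12 min plus 1 h, RT; signal: flow cytometry, FL1 (488/535 nm); read-out: percent drop in bead-associated FITC signal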
SR-BI DiI inh – mouse SR-BI HDL lipid transfer inhibition. Q61009. ldlA[mSR-BI] CHO cells, DiI-HDL uptake fluorescence, 3 h. inhibition, % at 12.5 µM. hit rate 0.96% among 320,000. AID 488896;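 active = mean replicate inhibition of at least 70% and a set share of replicates each scoring 70 or more; inconclusive = meets just one of the two criteria; inactive = fails both criteria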;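 also: 0% = median of neutral control wells and 100% = median of positive control wells; values of inactives mirror those of a sister screen read the other way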
Starred values were filed as active, the others as inactive; ? = inconclusive; . = no result given.

(1) CC(C)C(=O)Nc1csc(C(F)(F)F)c1-c1ccccc1
(2) O=C(CSc1nnnn1C1CCCC1)NCc1cccs1
(3) Cc1cc(C)c(C)c(S(=O)(=O)N(C)CCc2ccccn2)c1C
(4) CCCN1CCC(=O)N([C@H](CSc2ccc(C)cc2)CC(C)C)CC1
(5) O=[N+]([O-])c1cc(Cl)ccc1Oc1ccc(-c2nnco2)cc1
(6) COc1ccc(NC(=S)NCc2cccn2C)cc1
(7) CNC(=O)c1ccc(-c2ccccc2)s1
(8) CC(=O)c1cc(-c2ccccc2)n(CCC(=O)NC2CCCCCC2)c1C
(9) CCC(CC)c1nnc(NC(=O)[C@@H](NC(=O)c2cccc(C)c2)C(C)C)s1
(10) CCCCOC(=O)CCc1c(C)n[nH]c1C
Screen / compound no.	1	2	3	4	5	6	7	8	9	10
PKA-R2B act	-9	-3	1	-5	-2	-3	-2	0	4	.
RTF Ca sens inh	3	3	-4	-10	2	5	-8	-12	11	.
SR-BI DiI inh	1	1	-14	-17	0	60	.	2	-6	-15
C-LANA FP	-0.1	-1.3	-3.4	2.7	1.1	0.8	-1.2	-1.7	2.0	-1.9
Arr AP2 block	10	28	52	-2	16	13	3	-2	9	-2
SR-BI uptake up	-1	-1	14	17	0	-60	.	-2	6	15
DAGLB inhibitor	-2	1	-3	-13	0	3	-2	1	1	.
NSD2 inh	0	-3	-1	.	-1	16	27	1	-2	-4
PvdQ inh	-2	6	4	-19	-1	2	-2	-7	-1	-14
Keap1 Nrf2 FP	4	-1	-2	-4	-2	-2	3	7	3	-3

(11) CCCCNC(=O)C1CCC(CNS(=O)(=O)c2cccc3nsnc23)CC1 (stereo not drawn)
(12) CN(C)C(=O)c1cc(Cl)ccc1Sc1cc(Cl)ccc1Cl
(13) CCCCNC(=S)NNC(=O)c1ccc2c(c1)OCO2
(14) Cc1ccccc1C(=O)NC(=S)N(C)C1CCCCC1
(15) O=C(c1ccccc1NS(=O)(=O)c1ccc([N+](=O)[O-])cc1[N+](=O)[O-])N1O[C@@H]2C=C[C@H]1C2
(16) COc1ccc2nc3cc(Cl)ccc3c(C#N)c2c1
(17) Cc1cccc(-c2nnc(SCC#N)n2C)c1
(18) CCC(C)n1[nH]c(=O)cc1N (stereo not drawn)
(19) CCN(CC(=O)Nc1ccc2c(c1)OCCO2)c1ccc(S(=O)(=O)N2CCOCC2)cn1
(20) COc1ccc(C2c3[nH]c4ccccc4c3CCN2CCCn2cccn2)c(F)c1 (stereo not drawn)
Screen / compound no.	11	12	13	14	15	16	17	18	19	20
PKA-R2B act	-9	-10	-4	-2	-2	-16	-4	-7	4	3
RTF Ca sens inh	-5	-9	-9	-1	-5	-5	-5	-4	7	1
SR-BI DiI inh	18	2	35	-5	10	-1	-28	.	4	1
C-LANA FP	-1.3	1.8	-3.5	-1.7	0.2	-6.7	1.0	1.2	-0.3	-0.6
Arr AP2 block	8	-4	40	-3	-17	-7	-3	0	4	-10
SR-BI uptake up	-18	-2	-35	5	-10	1	28	.	-4	-1
DAGLB inhibitor	-2	-6	-2	-3	-30	2	-2	1	0	-2
NSD2 inh	-2	-1	-2	-1	.	.	-2	10	0	0
PvdQ inh	-16	-9	4	-13	-15	-13	-10	-12	-8	-7
Keap1 Nrf2 FP	-3	-6	0	0	6	1	-8	-1	-7	-1

(21) Cc1oc(-c2ccccc2Cl)nc1CS(=O)CC(=O)NCc1ccccc1Cl (stereo not drawn)
(22) CC1(C)CC(=O)C(C=NC(CCC(N)=O)C(=O)O)=C(O)C1 (stereo not drawn)
(23) CCOc1ccc(C(O)(c2ccccc2OC)C(CN2CCCC2)c2ccccc2)cc1 (stereo not drawn)
(24) Cn1c(=O)c2c(nc(SCCN3CCOCC3)n2C)n(C)c1=O
(25) O=C(CN1C2CCCC1CC(NC(=O)C1CCCCC1)C2)NCc1ccc(F)cc1 (stereo not drawn)
(26) CCc1[nH]nc2c1C1(CCN(C(=O)OCc3ccccc3)CC1)C(C#N)=C(N)O2
(27) CC(=O)c1cccc(NC(=O)COC(=O)CCC(=O)c2ccc(F)cc2)c1
(28) O=C(CSCc1ccccc1Cl)N1CCN(c2ccccn2)CC1
(29) Cn1c(=O)c2c(nc(CN3CCN(c4ccc(F)cc4)CC3)n2CCN2CCOCC2)n(C)c1=O
(30) NC(=O)NC(=O)COC(=O)CCSc1ccccc1
Screen / compound no.	21	22	23	24	25	26	27	28	29	30
PKA-R2B act	-4	10	-2	-4	4	-8	-8	-2	-8	-11
RTF Ca sens inh	-9	-6	-3	0	7	0	-4	0	-2	-17
SR-BI DiI inh	7	-5	-40	21	-37	10	-13	10	-6	-27
C-LANA FP	0.7	-1.5	1.8	-1.9	1.2	1.2	0.3	-0.3	-1.8	-0.1
Arr AP2 block	22	2	3	3	-8	24	35	37	-1	-5
SR-BI uptake up	-7	5	40	-21	37	-10	13	-10	6	27
DAGLB inhibitor	-2	-1	3	0	-3	1	1	-1	0	-1
NSD2 inh	2	-2	2	-1	.	-5	-3	-1	-1	1
PvdQ inh	4	-14	7	-7	-6	-1	-8	9	-9	-11
Keap1 Nrf2 FP	1	-6	1	-5	3	-2	-5	-1	0	-1

(31) COc1ccc(CN2CCN(C(=O)C3CCN(S(=O)(=O)c4cccs4)CC3)CC2)c(OC)c1OC
(32) O=C(Nc1ccc(C(=O)N2CCCCC2)cc1)c1cccc([N+](=O)[O-])c1
(33) CCn1nnc(NC(=S)NC(=O)c2ccc(-c3cccc(Cl)c3)o2)n1
(34) CN(C)C(CNc1ccc(C(F)(F)F)cn1)c1ccccc1 (stereo not drawn)
(35) CC1CN(c2nc(-c3ccc(Br)cc3)nnc2-c2ccccc2)CC(C)N1 (stereo not drawn)
(36) CC(=O)C1=C(O)C(=O)N(Cc2ccccc2)C1c1ccc(Cl)cc1 (stereo not drawn)
(37) COCCN1C(=O)c2ccc(C(=O)Nc3nccs3)cc2C1=O
(38) COc1cc(O)c(C(CCN2CCOCC2)c2ccc(N(C)C)cc2)c(OC)c1 (stereo not drawn)
(39) CCN(CC)CCNC(=O)c1cc2c(-c3cccc(OC)c3)nn(C)c2s1
(40) Cc1csc(NC(=O)C2CCCN(S(=O)(=O)c3ccc4c(c3)oc(=O)n4C)C2)n1 (stereo not drawn)
Screen / compound no.	31	32	33	34	35	36	37	38	39	40
PKA-R2B act	0	-3	.	-9	1	3	-4	2	-12	-4
RTF Ca sens inh	-2	-4	.	-19	-7	-4	9	-15	-1	-11
SR-BI DiI inh	76*	?	6	-8	1	5	15	14	2	4
C-LANA FP	-1.4	-1.3	-1.5	-1.5	2.1	1.1	0.8	-1.4	-12	0.9
Arr AP2 block	42	-2	-14	-5	1	26	3	10	9	-1
SR-BI uptake up	-76	-71	-6	8	-1	-5	-15	-14	-2	-4
DAGLB inhibitor	0	0	.	0	2	12	-1	2	-2	-1
NSD2 inh	3	24	6	-2	5	1	-1	.	30	.
PvdQ inh	1	-12	-10	-10	-14	4	-6	-8	-20	-18
Keap1 Nrf2 FP	-4	-2	-5	3	-2	-2	1	-1	-10	-6

(41) S=c1[nH]nc(COc2ccccc2)n1/N=C/c1cccc(Br)c1
(42) COc1ccc(C2=NS(=O)(=O)N(C)C(C(=O)Nc3ccc(C(C)=O)cc3)=C2)cc1OC
(43) COC(=O)c1cc2c(ccn2-c2ccc(F)cc2)n1CC(=O)C(C)(C)C
(44) O=C(NCCc1ccco1)C(=O)NCC1OCCCN1S(=O)(=O)c1cc(F)ccc1F (stereo not drawn)
(45) C[C@@]12C(=O)Nc3ccc(Br)cc3C(=O)N1[C@H]1c3ccccc3OC[C@@H]1[C@@H]2c1ccccc1
(46) CN(c1ccccc1)S(=O)(=O)c1ccc(C(=O)NCCc2ccc(F)cc2)cc1
(47) CNC(=S)Nc1cccc([N+](=O)[O-])c1
(48) Cn1c(=O)[nH]c(NC2CCCCC2)c([N+](=O)[O-])c1=O
(49) COc1ccccc1NC(=O)c1ccccc1NS(C)(=O)=O
Screen / compound no.	41	42	43	44	45	46	47	48	49
PKA-R2B act	2	-1	-5	-3	-9	1	-3	8	-2
RTF Ca sens inh	-1	-4	7	-9	-14	13	8	-12	0
SR-BI DiI inh	0	39	46	4	7	.	-6	-29	14
C-LANA FP	-0.3	5.7	0.3	0.5	-2.1	0.3	-1.2	-0.8	-3.8
Arr AP2 block	27	3	46	-6	14	0	0	-3	1
SR-BI uptake up	0	-39	-46	.	-7	.	6	29	-14
DAGLB inhibitor	4	0	-3	0	-2	-1	-1	4	2
NSD2 inh	.	0	0	3	.	2	0	1	-2
PvdQ inh	-5	-10	-2	-6	1	1	-10	-11	-12
Keap1 Nrf2 FP	1	-5	-3	-5	0	-7	-3	-5	-1

3 compounds out of the list, arranged by SMILES length, lowest first.
(47) CNC(=S)Nc1cccc([N+](=O)[O-])c1
(49) COc1ccccc1NC(=O)c1ccccc1NS(C)(=O)=O
(45) C[C@@]12C(=O)Nc3ccc(Br)cc3C(=O)N1[C@H]1c3ccccc3OC[C@@H]1[C@@H]2c1ccccc1
Screen / compound no.	47	49	45
PKA-R2B act	-3	-2	-9
RTF Ca sens inh	8	0	-14
SR-BI DiI inh	-6	14	7
C-LANA FP	-1.2	-3.8	-2.1
Arr AP2 block	0	1	14
SR-BI uptake up	6	-14	-7
DAGLB inhibitor	-1	2	-2
NSD2 inh	0	-2	.
PvdQ inh	-10	-12	1
Keap1 Nrf2 FP	-3	-1	0
